Source: PubChem BioAssay (several laboratories)
M4 PAM: positive allosteric modulators of human muscarinic M4 receptor; AID 624126; activation, % at 3 µM; CHO-K1 hM4/Gqi5, Fluo-8 calcium fluorescence, ACh EC20; 0% = ACh EC20, 100% = maximal ACh; 0.4% of 360,000 active; P08173;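 active = activation above its plate's cutoff, the mean activation of sample wells plus 3 SD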; also: some results filed as inactive read as strong as hits
CHRM5 agonist: CHRM5 agonism in calcium assay | CHO-K1 hM5 cells, Fluo-8 calcium fluorescence; 0% DMSO wells, 100% maximal acetylcholine response | activation, % at 3 µM | 0.19% of 360,000 active | AID 624037;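 active = activation above the run's mean over test compounds plus 3 SD, cut at about 23% in these data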;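 also: signal is peak over basal fluorescence ratio across the kinetic read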
Target sequence (P08912 whole entry, looked up): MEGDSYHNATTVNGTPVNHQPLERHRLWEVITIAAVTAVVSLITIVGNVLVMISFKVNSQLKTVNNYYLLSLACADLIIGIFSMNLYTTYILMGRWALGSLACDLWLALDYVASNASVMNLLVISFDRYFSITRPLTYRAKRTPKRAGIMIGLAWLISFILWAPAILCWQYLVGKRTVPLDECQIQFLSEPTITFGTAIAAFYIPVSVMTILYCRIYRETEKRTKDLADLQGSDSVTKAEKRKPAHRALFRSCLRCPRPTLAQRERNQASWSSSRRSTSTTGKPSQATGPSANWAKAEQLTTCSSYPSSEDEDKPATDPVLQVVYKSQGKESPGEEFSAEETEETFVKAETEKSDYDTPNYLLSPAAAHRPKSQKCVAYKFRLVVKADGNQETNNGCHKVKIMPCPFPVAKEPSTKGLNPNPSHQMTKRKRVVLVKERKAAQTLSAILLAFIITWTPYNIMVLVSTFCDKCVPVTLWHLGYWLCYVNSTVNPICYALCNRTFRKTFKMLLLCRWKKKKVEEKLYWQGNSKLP
CRFR2-BP ag: agonists of human CRF-binding protein/CRF-R2 receptor complex; HEK293 CRF-R2/CRF-BP, calcium dye fluorescence (FLIPR); percent of saturating CRF peptide response; 0.46% of 350,000 active; activation, % at 13.2 µM;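 active = activation of at least 50%, plus an integration ratio under a set limit after plate pattern correction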;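 also: plate controls were neutral control wells without compound for no effect and CRF at EC100 for full effect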
TAAR1 antag: human TAAR1 antagonism | 1.5% of 360,000 active | inhibition, % at 3 µM | CHO RD-HGA16 TAAR1, Fluo-8 calcium fluorescence, antagonist | Q96RJ0;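 active = inhibition above a per-plate cutoff, the mean inhibition of test compounds on that plate plus 3 SD, cut at about 49% in these data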;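 also: 0% = DMSO plus EC80 beta-PEA response and 100% = DMSO alone without agonist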
Target sequence (Q96RJ0 whole entry, looked up): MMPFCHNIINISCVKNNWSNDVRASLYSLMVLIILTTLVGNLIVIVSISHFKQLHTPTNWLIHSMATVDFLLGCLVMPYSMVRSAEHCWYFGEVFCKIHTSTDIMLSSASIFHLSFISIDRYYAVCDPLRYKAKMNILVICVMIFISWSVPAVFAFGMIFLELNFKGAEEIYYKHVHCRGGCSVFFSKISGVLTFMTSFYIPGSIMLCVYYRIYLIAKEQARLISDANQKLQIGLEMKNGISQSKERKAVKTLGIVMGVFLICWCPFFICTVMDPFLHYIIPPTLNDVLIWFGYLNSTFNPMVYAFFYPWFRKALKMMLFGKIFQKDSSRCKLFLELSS
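Assay system: RD-HGA16 CHO cells with stable hTAAR1 and Gα16 / Reagent: EC80 β-phenethylamine stimulus / Doses: 3 µM, single point / Timing: dye loading 75 min at 37 °C, then 30 min room temperature / Measured by: Fluo-8 intracellular calcium dye fluorescence, real-time kinetic reads / Controls: vehicle wells and EC80 agonist wells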
TAAR1 agonist: agonists of human TAAR1 | Q96RJ0 | CHO RD-HGA16 TAAR1, Fluo-8 calcium fluorescence; vehicle wells 0%, saturating PEA agonist 100% | activation, % at 3 µM | 0.99% of 360,000 active;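 active = activation above the mean activation of all test compounds in the run plus 3 SD, cut at about 38% in these data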
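Assay system – CHO-derived RD-HGA16 cells with stable Gα16 and human TAAR1 · Compound dosing – one-point dosing at 3 µM (nominal) · Incubation – 17-24 h seeding, 75 min 37 °C dye, 30 min RT · Measured by – kinetic Fluo-8 calcium fluorescence · Control set – DMSO vehicle as 0%, PEA at EC100 as 100% · Repeats – single well for each compound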
M5 antag: blocks acetylcholine activation of human M5 receptor; P08912; CHO-hM5 cells, Fluo-8 calcium fluorescence, ACh EC80; inhibition, % at 3 µM; 0.59% of 360,000 active; AID 624040;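 active = inhibition above a per-plate cutoff, the mean of that plate's test compounds plus 3 SD, cut at about 27% in these data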;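 also: 0% = acetylcholine EC80 with DMSO and 100% = DMSO without agonist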
CHO-K1 Ca PAM: counter-screen for M1 PAMs: effect in parental CHO-K1 cells; activation, % at 3 µM; ATP EC20, Fluo-8 calcium fluorescence; 0% at ATP EC20, 100% at ATP max; AID 602247; 0.02% of 360,000 active;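 active = activation above the run cutoff, the mean activation of all test compounds plus 3 SD, cut at about 40% in these data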;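 also: peak over basal fluorescence ratio in a 140 s read after ATP addition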
CRFBP-R2 block: antagonists of CRF-binding protein/CRF-R2 receptor complex; HEK293 CRF-R2/CRF-BP, CRF-induced calcium fluorescence; inhibition, % at 11.8 µM; 0.59% of 350,000 active;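 active = inhibition of the ligand-induced calcium signal above about 50% at the single tested concentration, limit read from the data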
CHRM5 PAM: potentiates acetylcholine response at human M5 receptor; P08912; AID 624038; 0.3% of 360,000 active; CHO-K1 hM5, Fluo-8 calcium, ACh EC20 PAM; 0% = ACh EC20, 100% = ACh EC100; activation, % at 3 µM;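 active = activation above the run cutoff, the mean activation of all test compounds plus 3 SD, cut at about 18% in these data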
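system = human M5 receptor in CHO-K1 cells | compound = one concentration, 3 µM final (nominal) | schedule = Post-acetylcholine fluorescence recording 140 s | signal = Fluo-8 calcium dye fluorescence, kinetic read | benchmarks = low control EC20 acetylcholine (0%), high control EC100 acetylcholine (100%) | repeats = singlicate, one well per test compound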
The depositor's hits bear a star; . = not tested or not shown.

SMILES | M4 PAM | CHRM5 agonist | CRFR2-BP ag | TAAR1 antag | TAAR1 agonist | M5 antag | CHO-K1 Ca PAM | CRFBP-R2 block | CHRM5 PAM
O=C(Nc1cccc(-c2nnc(-c3ccccc3)o2)c1)c1ccco1 | 4 | 1 | -0.6 | 50* | 12 | -2 | 15 | -42 | -3
CC1(C)CC(=O)C=C(c2ccc(I)cc2)C1 | 0 | -1 | -3.0 | 3 | 11 | 7 | 19 | -15 | 0
O=C(Nc1ccc(-c2nc3ncccc3o2)cc1)c1ccc(Br)o1 | 3 | -1 | -1.1 | 16 | 19 | 5 | 14 | 23 | -3
Cc1ccc(-n2nc3c(=O)n(CCCC(=O)NC4CCC(C)CC4)nc(C)c3c2C)cc1 (stereo not given) | -1 | -5 | -2.6 | -10 | -1 | -3 | -14 | -15 | 4
CCOc1ccc(S(=O)(=O)NCCCN2CCOCC2)c2ccccc12 | 3 | -3 | 0.4 | -28 | 0 | 1 | 12 | -16 | 4
N=c1ccn(Cc2ccc(Cl)cc2Cl)cc1 | -1 | -12 | -1.3 | -3 | 3 | 7 | 8 | 6 | -7
CC(=O)Oc1ccc([C@@H]2COc3c(ccc4c3C=CC(C)(C)O4)C2)c(OC(C)=O)c1 | 12 | 2 | 0.0 | -17 | 1 | 3 | 13 | -3 | 1
COc1ccc(NC(=O)Cn2c(NCC(C)O)nc3ccccc32)cc1Cl (stereo not given) | -7 | 0 | -0.9 | 5 | 5 | 7 | 0 | 8 | 6
CCO[C@@H]1OC(C(=O)NC2CC2)=C[C@H](c2ccc(Br)cc2)[C@H]1CCCO | 1 | -1 | -3.1 | -7 | -1 | 3 | 3 | 3 | 11
CC(CN1CC(=O)NC(=O)C1)N1CC(=O)NC(=O)C1 (stereo not given) | 1 | 0 | 3.1 | -11 | 2 | -5 | 3 | 10 | -1
COc1cccc(-n2cnc(=O)c3cccnc32)c1 | -2 | 0 | 0.1 | -1 | 2 | 4 | 5 | 3 | -2
COc1ccc([N+](=O)[O-])cc1NS(=O)(=O)c1ccccc1 | -8 | -3 | -1.6 | -1 | 3 | 6 | 24 | 11 | -3
O=C(COC(=O)CSc1ccc(F)cc1)NNC(=O)c1ccc([N+](=O)[O-])cc1 | -1 | -1 | -2.4 | -3 | 1 | 3 | -9 | 14 | -5
Cc1c(C(=O)N2CCCCC2)nnn1-c1nonc1N | -3 | -2 | 0.1 | -2 | 8 | -6 | 6 | 3 | 5
O=C(COc1ccc2c(c1)OCO2)Nc1ccc2c(c1)oc1ccccc12 | 1 | -1 | 2.6 | 1 | 1 | 0 | 10 | 4 | -3
O=C(c1ccco1)N1CCN(C(c2cccs2)c2sc3ncnn3c2O)CC1 (stereo not given) | 0 | 1 | 1.8 | -37 | 2 | 0 | 21 | -31 | 0
CC1=C(C(=O)N2CCN(C(=O)c3ccco3)CC2)C2(CCC(C)CC2)OC1=O (stereo not given) | 2 | 1 | -0.6 | -6 | 1 | -1 | 7 | -16 | -2
CC(Sc1ccc(Cl)cc1)C(=O)NCC(c1ccco1)N1CCCCC1 (stereo not given) | -1 | -8 | 29 | -5 | -2 | 9 | 9 | -18 | -4
CC(C)COCC(O)CCC(=O)NNC(=S)Nc1ccccc1 (stereo not given) | 1 | 0 | 5.3 | 7 | 2 | 9 | 21 | 7 | 1
N#Cc1nc(NCC(F)F)nc(Nc2cc(F)cc(F)c2)n1 | 11 | -3 | -0.4 | -4 | 3 | 1 | -9 | -12 | 1

Twelve compounds from above, arranged by number of heavy atoms, lowest first:
SMILES | M4 PAM | CHRM5 agonist | CRFR2-BP ag | TAAR1 antag | TAAR1 agonist | M5 antag | CHO-K1 Ca PAM | CRFBP-R2 block | CHRM5 PAM
N=c1ccn(Cc2ccc(Cl)cc2Cl)cc1 | -1 | -12 | -1.3 | -3 | 3 | 7 | 8 | 6 | -7
CC(CN1CC(=O)NC(=O)C1)N1CC(=O)NC(=O)C1 (stereo not given) | 1 | 0 | 3.1 | -11 | 2 | -5 | 3 | 10 | -1
Cc1c(C(=O)N2CCCCC2)nnn1-c1nonc1N | -3 | -2 | 0.1 | -2 | 8 | -6 | 6 | 3 | 5
COc1ccc([N+](=O)[O-])cc1NS(=O)(=O)c1ccccc1 | -8 | -3 | -1.6 | -1 | 3 | 6 | 24 | 11 | -3
N#Cc1nc(NCC(F)F)nc(Nc2cc(F)cc(F)c2)n1 | 11 | -3 | -0.4 | -4 | 3 | 1 | -9 | -12 | 1
CC(C)COCC(O)CCC(=O)NNC(=S)Nc1ccccc1 (stereo not given) | 1 | 0 | 5.3 | 7 | 2 | 9 | 21 | 7 | 1
O=C(Nc1ccc(-c2nc3ncccc3o2)cc1)c1ccc(Br)o1 | 3 | -1 | -1.1 | 16 | 19 | 5 | 14 | 23 | -3
O=C(Nc1cccc(-c2nnc(-c3ccccc3)o2)c1)c1ccco1 | 4 | 1 | -0.6 | 50* | 12 | -2 | 15 | -42 | -3
CCOc1ccc(S(=O)(=O)NCCCN2CCOCC2)c2ccccc12 | 3 | -3 | 0.4 | -28 | 0 | 1 | 12 | -16 | 4
O=C(COc1ccc2c(c1)OCO2)Nc1ccc2c(c1)oc1ccccc12 | 1 | -1 | 2.6 | 1 | 1 | 0 | 10 | 4 | -3
O=C(COC(=O)CSc1ccc(F)cc1)NNC(=O)c1ccc([N+](=O)[O-])cc1 | -1 | -1 | -2.4 | -3 | 1 | 3 | -9 | 14 | -5
CC(=O)Oc1ccc([C@@H]2COc3c(ccc4c3C=CC(C)(C)O4)C2)c(OC(C)=O)c1 | 12 | 2 | 0.0 | -17 | 1 | 3 | 13 | -3 | 1

Next part:
SMILES | M4 PAM | CHRM5 agonist | CRFR2-BP ag | TAAR1 antag | TAAR1 agonist | M5 antag | CHO-K1 Ca PAM | CRFBP-R2 block | CHRM5 PAM
CS(=O)(=O)NCCCCNc1ccc(C(F)(F)F)cc1[N+](=O)[O-] | -5 | 4 | -0.8 | 11 | 7 | 2 | 2 | 11 | -8
Cc1cc(C)cc(OCC(=O)N(C)CC(=O)Nc2ccc(Cl)c(C(F)(F)F)c2)c1 | 2 | 1 | 1.0 | 22 | 1 | -2 | 7 | 11 | 6
Cc1nc2ccc(NC(=O)NCCO)cc2s1 | 11 | -2 | 1.6 | 9 | 2 | -5 | -3 | -22 | 0
CCOc1ccc(NC(=O)CN(C)C(=O)COc2cccc(CC)c2)cc1OCC | 7 | -1 | -4.0 | -25 | 0 | 5 | 7 | 10 | 0
Clc1ccccc1CN1CCN(/N=C/C=C/c2ccco2)CC1 | 22 | -5 | -3.1 | -34 | -3 | 1 | 24 | 6 | 4
COc1ccc(-c2cc(CNC(=O)CN(C)Cc3ccccc3)on2)cc1 | 4 | 1 | -1.4 | -16 | 2 | -1 | 8 | 19 | 5
O=C(/C=C/c1cccs1)c1ccc(N2CCOCC2)cc1 | -11 | 0 | -0.1 | 19 | 7 | 2 | 15 | -6 | 0
CC1OC(OCC2OC(Oc3c(-c4ccc(O)cc4)oc4cc(O)cc(O)c4c3=O)C(O)C(O)C2O)C(O)C(O)C1O (stereo not given) | -5 | 3 | 0.3 | 0 | 6 | -2 | 2 | 2 | -2
O=C(c1sc2ccccc2c1Cl)N1CCN(c2ccc(F)cc2)CC1 | 2 | -13 | -2.2 | -4 | 0 | 6 | 15 | 12 | -4
COCCNC(=S)N(CCc1c(C)[nH]c2ccc(C)cc12)Cc1cc(OC)c(OC)c(OC)c1 | -2 | 2 | 0.4 | 16 | 3 | 2 | -5 | -7 | -6
COc1ccc(C2C(C(=O)Nc3cccc(C)n3)c3ccccc3C(=O)N2C)cc1OC (stereo not given) | 3 | -12 | -1.2 | -3 | 3 | -1 | 9 | 1 | 13
COc1ccccc1/C=C/c1nc(S(=O)(=O)c2ccccc2)c(N2CCC(C(N)=O)CC2)o1 | 4 | -4 | -4.8 | -16 | 0 | 5 | -2 | -3 | -9
COc1ccc(C(NC(=O)CC(C)C)NC(=O)CC(C)C)cc1OC | 5 | -2 | -1.9 | 7 | 8 | -7 | 18 | 35 | 5
CCN(CC)S(=O)(=O)c1cc(C(=O)OCC(=O)Nc2cccc(S(=O)(=O)N(C)C)c2)ccc1F | -9 | 4 | 1.5 | -38 | -1 | 0 | 7 | 5 | 5
CCc1cccc(NS(=O)(=O)c2ccc3c(c2)CCC(=O)N3)c1 | -3 | 0 | -2.0 | 14 | 9 | 3 | 3 | -21 | -5
CC(C)n1c(SCC(=O)Nc2ccc(F)cc2)nnc1C1CC1 | 14 | -4 | 2.8 | -12 | 0 | -4 | -7 | -10 | 10
COC(=O)c1c(NC(C)=O)sc(C)c1C | -2 | -6 | -2.3 | -12 | 1 | -5 | 11 | 1 | 9
CCC(=O)N1N=C(c2ccc(C)o2)CC1c1ccc(Br)cc1 (stereo not given) | -1 | -3 | -3.7 | -23 | 3 | -1 | 21 | -1 | 3
N#Cc1ccc(NC(=O)c2cccs2)nc1 | -4 | -3 | 1.0 | 0 | 1 | 5 | 11 | -12 | -1
O=C(/C=C/Nc1cccc(F)c1)c1ccco1 | 8 | -2 | -1.2 | 6 | 14 | 3 | -4 | 1 | -6
COc1ccccc1N(CC(=O)NC1CCCC1)C(=O)CCCC(=O)Nc1ccccn1 | 6 | -3 | -2.8 | -25 | 5 | 10 | -5 | -5 | 0
CCOC(=O)c1[nH]c(C)c(C(=O)C(C)C)c1C | 10 | -1 | -2.6 | 5 | 0 | -8 | 24 | -3 | 5
Cc1ccc(-c2cccc(-c3cc(=O)oc4ccc(C(C)(C)C)cc34)c2)cc1 | 4 | 2 | 8.3 | -35 | -1 | 2 | 12 | -8 | 0
O=C(COc1ccccc1[N+](=O)[O-])Nc1cccc(C(=O)Nc2ccccc2C(=O)O)c1 | 8 | 0 | -0.9 | -6 | 2 | -18 | 3 | 36 | 7
Cc1sc2nc(CN3CCCC3)nc(N3CCN(S(=O)(=O)c4cccc(F)c4)CC3)c2c1C | -10 | -9 | -0.3 | 9 | 3 | 13 | -10 | 6 | -13
COc1cccc(C(O)c2nc(-c3ccccc3)cs2)c1 (stereo not given) | 6 | 3 | . | 11 | 2 | -10 | 9 | . | 1
Cc1cc(NC(=O)CSc2nnnn2Cc2ccccc2)no1 | 2 | -4 | -2.5 | -1 | 6 | -4 | 9 | -16 | 6
O=S(=O)(Nc1cccc2ccccc12)c1ccccc1 | -1 | -2 | -3.4 | 5 | -6 | 15 | 10 | 4 | -3
Cc1ccc(NS(=O)(=O)c2cc(-c3cc(C)no3)ccc2C(C)C)nc1 | -2 | -4 | -0.3 | -31 | -1 | -2 | -1 | 7 | 0
